MEKK2mut PB1 HTS = MEK5 binding signal on mutant MEKK2 PB1, primary screen, biochemical, multiplex bead flow cytometry, Alexa488-MEK5; Alexa488-MEK5 binding to MEKK2 mutant; percent response, % at 10 µM; actives 0.35% (n = 290,000); in the data active means percent response above about 24%, passing the limit was not always enough; further: inactives centre near 1; some results filed as inactive read as strong as hits
M18AAP inhibitor = PfM18AAP inhibitors, malaria aminopeptidase, primary screen, biochemical, QFRET, recombinant enzyme; H-Glu-NHMec fluorogenic cleavage; inhibition, % at 7.35 µM; actives 1.2% (n = 290,000); M18 aspartyl aminopeptidase (Plasmodium falciparum 3D7);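 active means inhibition above the campaign mean inhibition over all tested compounds plus 3 SD, cut at about 28% in these data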;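 further: 0% = plate median of test compound wells and 100% = 2 mM ZnCl2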
NALP1 inh = NALP1 inflammasome inhibitors in reconstituted yeast, colorimetric, S. cerevisiae, triplicate retest | inhibition, % at 10 µM | actives 0.61% (n = 280,000) | AID 2071, 2009 | S. cerevisiae NALP1/ASC/caspase-1 growth, X-gal OD620, 72 h; in the data active means inhibition mostly above about 24%, no sharp cut-off; inactive means mostly below about 32%; further: some compounds called inactive have numbers as strong as hits
OXTR potentiate = human OXTR potentiators, primary screen, fluorescence, CHO-OTR cells, Fluo-8 calcium. Oxytocin receptor (Homo sapiens), P30559. AID 2445, 2010. actives 0.061% (n = 320,000). activation, % at 3 µM. Fluo-8 calcium fluorescence, potentiator mode; 0% = oxytocin EC15, 100% = EC100;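 active means activation above that plate's cutoff, the mean activation of tested compounds plus 3 SD, cut at about 6.6% in these data, passing the limit was not always enough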;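 further: 100% uses oxytocin at 75 nM as the full agonist control; some results filed as inactive read as strong as hits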
Target sequence (P30559 whole entry, looked up): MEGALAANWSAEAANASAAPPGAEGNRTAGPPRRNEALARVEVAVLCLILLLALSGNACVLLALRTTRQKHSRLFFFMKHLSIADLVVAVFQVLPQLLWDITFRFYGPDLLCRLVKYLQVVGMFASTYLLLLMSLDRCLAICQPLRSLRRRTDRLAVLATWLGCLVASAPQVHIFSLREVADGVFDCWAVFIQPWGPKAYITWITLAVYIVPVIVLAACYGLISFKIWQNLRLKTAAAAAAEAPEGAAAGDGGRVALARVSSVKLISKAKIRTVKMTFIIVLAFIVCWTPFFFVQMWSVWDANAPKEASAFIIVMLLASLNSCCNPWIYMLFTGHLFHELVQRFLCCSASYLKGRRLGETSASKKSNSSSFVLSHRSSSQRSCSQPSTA
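assay system = CHO-OTR cells, human receptor | schedule = compound 6 min at room temperature before oxytocin, 100 s read | detection = Fluo-8 intracellular calcium fluorescence, ex 470-495, em 515-575 nm | evaluation = normalized max/min fluorescence ratio, % activation | control set = EC15 oxytocin alone as 0%, 75 nM oxytocin (EC100) as 100%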
GPR7 antag = GPR7 receptor antagonists, primary screen, cell-based, fluorescence, single concentration; inhibition, % at 4.4 µM; Neuropeptides B/W receptor type 1 (Homo sapiens), P48145; GPR7-expressing cells, fluorescence antagonist assay; actives 1.1% (n = 290,000); in the data active means inhibition above about 16%, passing the limit was not always enough;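 further: cells stimulated with the agonist NPW; 0% = agonist with vehicle and 100% = vehicle without agonist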
Target sequence (P48145 whole entry, looked up): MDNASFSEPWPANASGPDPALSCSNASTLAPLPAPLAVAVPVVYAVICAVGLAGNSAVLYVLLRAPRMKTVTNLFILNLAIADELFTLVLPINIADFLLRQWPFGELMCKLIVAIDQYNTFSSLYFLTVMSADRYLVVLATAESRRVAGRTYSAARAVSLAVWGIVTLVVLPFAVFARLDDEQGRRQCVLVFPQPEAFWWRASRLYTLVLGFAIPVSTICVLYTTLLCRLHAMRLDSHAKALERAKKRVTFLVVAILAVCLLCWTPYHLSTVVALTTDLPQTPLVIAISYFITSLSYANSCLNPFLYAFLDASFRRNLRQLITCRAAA
OXTR agonist = human OXTR agonists, primary screen, fluorescence, CHO-OTR cells, Fluo-8 calcium; AID 2435, 2010; actives 0.32% (n = 320,000); Oxytocin receptor (Homo sapiens), P30559; Fluo-8 calcium fluorescence; normalized: DMSO 0%, oxytocin 100%; activation, % at 3 µM;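 active means activation above the mean of all tested compounds plus 3 SD, cutoff set per screening run, cut at about 20% in these data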;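 further: peak over basal fluorescence ratio from a 100 s FLIPR kinetic read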
GalR3 antagonist = GalR3 antagonists in HEK293 cells, primary screen, cell-based, fluorescence readout; actives 0.44% (n = 360,000); AID 651719, 2012; inhibition, % at 3 µM; HEK293 GalR3-CNG cAMP membrane potential fluorescence; galR3 body fused to GalR1 C-terminus;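 active means inhibition above the screen-wide average plus 3 SD, cut at about 13% in these data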;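 further: forskolin and galanin both at EC90 stimulate the cells; cAMP rise reported by CNG channel membrane potential dye signal; 0% = forskolin plus galanin with DMSO and 100% = forskolin alone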
Target sequence (O60755 1-299 limits assumed): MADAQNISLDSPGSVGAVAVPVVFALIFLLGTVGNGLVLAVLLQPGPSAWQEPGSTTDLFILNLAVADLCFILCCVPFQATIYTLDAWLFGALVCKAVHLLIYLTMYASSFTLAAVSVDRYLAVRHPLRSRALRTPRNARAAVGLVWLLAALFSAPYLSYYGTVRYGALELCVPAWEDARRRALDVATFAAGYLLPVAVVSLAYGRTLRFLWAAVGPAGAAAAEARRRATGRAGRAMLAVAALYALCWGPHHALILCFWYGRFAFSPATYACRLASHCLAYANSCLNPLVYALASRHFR
V1aR counter = agonists of human V1a receptor, primary screen, counter-screen for OXTR agonist project, fluorescence, CHO-V1R cells. AID 2797, 2010. Fluo-8 calcium fluorescence, agonist mode; 0% DMSO, 100% 3 nM vasopressin. actives 0.25% (n = 320,000). Vasopressin V1a receptor (Homo sapiens), P37288. activation, % at 3 µM;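 active means activation above the mean activation of all tested compounds plus 3 SD, per screening run, cut at about 20% in these data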;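 further: signal is peak over basal fluorescence ratio across a 100 second FLIPR read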
MEKK2 WT-MEK5 = modulators of MEK5 binding to wildtype MEKK2, primary screen, biochemical, multiplex bead flow cytometry, Alexa488-MEK5 | Mitogen-activated protein kinase kinase kinase 2 (Homo sapiens), Q9Y2U5 | Alexa488-MEK5 binding to MEKK2 WT; actives lie on both sides | binding response (% of control), % at 10 µM | actives 1.1% (n = 290,000) | AID 1531, 2009; in the data active means binding response below about 67% or above about 130%
Numbers without * were called inactive; . = not tested or not shown.

SMILES	MEKK2mut PB1 HTS	M18AAP inhibitor	NALP1 inh	OXTR potentiate	GPR7 antag	OXTR agonist	GalR3 antagonist	V1aR counter	MEKK2 WT-MEK5
COC(=O)C1CCN(C(=O)COc2ccc(S(=O)(=O)N3CCOCC3)cc2Cl)CC1	.	.	.	3	.	1.5	0	0.6	.
CCOc1ccc(/C=N/Nc2ccc(Cl)nn2)c(O)c1	-3	36*	17	-1	-6	0.2	-7	0.6	99
COC(=O)CCCCCCCCCC[N+]1(C)CCCCC1	-1	-10	6	-3	-3	-1.0	6	1.0	100
O=C1CCC([N+](=O)[O-])C(c2ccccc2C(F)(F)F)N1 (stereo unspecified)	3	-4	13	-3	-5	0.0	-10	3.5	105
Clc1ccccc1-c1nnc(-c2ccccc2Cl)o1	-6	8	11	3	1	-2.1	-3	-2.1	110
Cc1ccc(NC(=O)COc2ccc(Br)cn2)cc1	-8	0	-16	-3	-6	-0.6	-2	-0.2	98
COC(=O)CN(c1cccc(C)c1)S(=O)(=O)c1ccccc1	8	-9	-3	-4	-2	-1.8	-2	0.0	105
O=C(COC(=O)/C=C/c1ccc(F)cc1)NC1CC1	.	.	.	-4	.	1.3	-5	0.5	.
CN1CCN(c2ccccc2NC(=O)c2ccc(-c3ccc(Cl)cc3Cl)o2)CC1	30	5	31	-6	7	-1.8	-6	-0.6	156*
CC(=O)N1CCc2cc(Br)cc(S(=O)(=O)N3CCc4ccccc43)c21	-1	-5	13	-5	5	-0.4	-10	0.4	98
Cc1cc(Br)ccc1NC(=O)c1ccco1	2	6	8	-2	-4	-1.2	-6	-0.5	103
Cc1ccc(NC(=O)c2cncc(Br)c2)c(O)c1	-6	6	11	-9	-2	0.8	-6	0.2	95
O=C1Nc2ccccc2C1=Nc1ccc(S(=O)(=O)Nc2nccs2)cc1	2	1	4	2	-10	0.1	-6	-0.1	97
Cc1c(NC(=O)CSc2nnc(Nc3ccccc3)s2)c(=O)n(-c2ccccc2)n1C	16	-1	12	3	5	-1.6	-1	-0.8	119
CC(=O)N1CCN(C(=O)c2ccc3oc(CCCc4ccccc4)nc3c2)CC1	1	-12	9	-6	-8	0.7	-9	1.9	104
O=C(Nc1nnc(S(=O)(=O)N2CCN(c3ccc(F)cc3)CC2)s1)c1ccco1	2	0	-6	-10	-7	0.2	-7	2.6	100
Cc1ccc(NC(=O)Nc2nnc(-c3ccncc3)s2)cc1C	-14	4	-8	-21	5	9.5	-9	8.2	79
C=CCn1c(-c2ccccc2OC)n[nH]c1=S	17	18	35	1	-12	0.4	-6	2.0	103
O=C(Nc1nc2c(s1)CN(Cc1ccccc1)CC2)c1c(F)cccc1F	-2	-4	10	-3	-6	0.5	9	0.7	99
COc1ccc(CCNC(=O)C2=COCCO2)cc1	14	0	10	-1	-12	1.2	-6	0.0	108
CCCCNC(=O)CCCCCNS(=O)(=O)c1ccc(OC)cc1	5	-5	16	-3	-3	0.1	-3	0.6	103
CC(C)(C)C(=O)COC(=O)c1cc2ccccc2cc1O	-18	5	7	-2	-3	-1.9	-5	-1.7	76
Cc1nn(-c2ccccc2)c(Cl)c1C1C(C#N)=C(N)OC2=C1C(=O)CCC2 (stereo unspecified)	1	-2	19	-9	-1	-1.7	-1	-0.1	93
Cc1cc(NC(=O)CSCC(=O)N(C)Cc2c(F)cccc2Cl)no1	.	.	.	-7	.	-1.4	-3	-0.7	.
CC(=O)N1c2c(cc(Br)cc2S(=O)(=O)N2CCN(c3ccccn3)CC2)CC1C (stereo unspecified)	-4	1	9	-17	-8	1.5	-2	6.6	92

Remaining list, next part:
SMILES	MEKK2mut PB1 HTS	M18AAP inhibitor	NALP1 inh	OXTR potentiate	GPR7 antag	OXTR agonist	GalR3 antagonist	V1aR counter	MEKK2 WT-MEK5
CC(=O)NC1CC2CCCC(C1)N2Cc1ccc(C)cc1 (stereo unspecified)	14	-1	11	0	-7	-0.8	-8	-0.2	111
O=C(C[n+]1ccc(C(=O)NCc2ccccc2)cc1)c1ccc(OC(F)F)cc1	2	1	16	-6	-19	1.2	-1	-1.3	109
COc1ccccc1C(=O)Nc1ccc(S(=O)(=O)N2CCc3ccccc32)cc1	-16	1	0	-7	1	3.6	-5	2.0	91
COc1ccccc1NC(=O)Nc1nnc(Cc2ccccc2F)s1	2	2	13	-11	20	0.5	-10	-0.1	103
CSc1ncccc1C(=O)Nc1ncc(C)s1	1	-3	0	-1	2	0.7	-8	0.9	102
Cc1ccc(OCc2cc(C(=O)NCc3ccc(OC(F)(F)F)cc3)no2)cn1	4	-4	10	-8	4	19	-8	28*	105
O=C(N/N=C/c1ccc(F)cc1)c1sccc1OCc1ccc(F)cc1	1	-18	-32	-16	1	-2.1	-7	0.3	95
CCN(CCCNC(=O)c1c(C)cc(=O)oc1C)c1ccccc1	7	1	24	-1	0	-1.4	-4	0.1	109
CC(C)(C)Nc1c(-c2ccc(O)cc2)nc2ccc(Cl)cn12	1	4	17	-9	-3	2.8	-8	-0.5	99
CCOc1ccc(C2=Nn3c(nnc3-c3ccccc3OC)SC2)cc1	-2	2	-3	-9	-8	-0.7	22*	0.1	98
COCCNc1nc(NCc2ccccc2)c2cnn(C)c2n1	6	-5	18	3	-9	1.2	4	1.7	108
Cc1ccc(C2C=C(c3ccccc3)Nc3ncnn32)cc1 (stereo unspecified)	1	.	.	-8	.	-2.1	-3	-0.2	101
CCOc1cccc(/C=N/NC(=O)c2cc(C3CC3)[nH]n2)c1O	0	11	12	-4	-3	0.8	1	2.1	99
CCN(CC)CCCn1c2c(c(SCC(=O)Nc3ccc(C)c(F)c3)nc1=O)CCC2	.	.	.	-13	.	-0.5	-4	6.7	.
C[C@H](NC(=O)C1CCN(S(=O)(=O)c2ccccc2)CC1)C(=O)NCc1ccccc1	0	3	-2	0	2	0.0	-4	-0.7	97
CC(C)(C)n1nnnc1C(c1cccnc1)N1CCN(C2CCCCC2)CC1 (stereo unspecified)	-5	-7	19	-2	-4	0.4	-5	-0.8	95
c1ccc(CNc2nc(-c3cccnc3)cs2)cc1	0	8	-2	2	-7	-0.5	-4	0.5	102
c1cc2c(cc1-c1cnc3n1CCC3)OCCO2	5	-14	3	-2	0	-0.2	0	0.3	107
COc1cccc(CNC(=O)CN2C(=O)COc3ccc(S(=O)(=O)N4CCOCC4)cc32)c1	-3	1	25	-10	32*	-1.0	-7	-1.0	102
CCc1ccc(-c2csc3[n+]2CCN3C(C)=O)cc1	4	19	6	-5	5	-0.1	-4	-0.2	104
Cc1nnc(NC(=O)C2CCN(S(=O)(=O)c3cc([N+](=O)[O-])ccc3Cl)CC2)o1	.	.	.	-3	.	0.3	0	0.1	.
COc1ccc(C(=O)CSc2nnc(-c3cc(C)cc(C)c3)o2)cc1	-1	-9	-6	-4	-13	-0.3	-9	0.8	98
O=C(c1ccccc1)c1ccc(OCCOCCN2CCN(Cc3ccccc3)CC2)cc1	-2	7	38*	-18	3	8.0	-6	4.3	115
O=C(c1ccccc1)N1CCN(CC(O)COCC2CC=CCC2)CC1 (stereo unspecified)	-2	-11	0	-15	-6	0.1	-4	1.6	97
COCCOC(=O)C1=C(C)NC2=C(C(=O)CCC2)C1c1ccc(N(C)C)cc1 (stereo unspecified)	5	21	16	3	3	-0.1	-4	0.7	99

An excerpt of these results, with two lines to a compound:
Order of values: MEKK2mut PB1 HTS, M18AAP inhibitor, NALP1 inh, OXTR potentiate, GPR7 antag, OXTR agonist, GalR3 antagonist, V1aR counter, MEKK2 WT-MEK5
CCOc1ccc(/C=N/Nc2ccc(Cl)nn2)c(O)c1
    -3, 36*, 17, -1, -6, 0.2, -7, 0.6, 99
Cc1ccc(C2C=C(c3ccccc3)Nc3ncnn32)cc1 (stereo unspecified)
    1, ., ., -8, ., -2.1, -3, -0.2, 101
COC(=O)CCCCCCCCCC[N+]1(C)CCCCC1
    -1, -10, 6, -3, -3, -1.0, 6, 1.0, 100

(further entries)
SMILES	MEKK2mut PB1 HTS	M18AAP inhibitor	NALP1 inh	OXTR potentiate	GPR7 antag	OXTR agonist	GalR3 antagonist	V1aR counter	MEKK2 WT-MEK5
O=C(O)c1ccc(CNC(=O)C23CC4CC(CC(C4)C2)C3)cc1	3	-8	16	-2	-1	0.9	-10	0.3	103
COc1ccc(N2CC(C(=O)N/N=C/c3c[nH]c4ccccc34)CC2=O)cc1 (stereo unspecified)	-2	8	8	-18	-4	1.4	-5	2.4	108
O=C(Nc1ncccc1Cl)C1COc2ccccc2O1 (stereo unspecified)	-2	0	14	-5	-7	-0.9	4	-1.3	95
COc1ccc(CC(=O)Nc2ccc(OC)c(NC(=O)c3ccco3)c2)cc1	9	-7	.	-9	-15	-1.9	1	8.6	105
COc1cccc(OC)c1C(=O)OCCCOC(=O)c1c(OC)cccc1OC	3	-1	28*	-8	-8	0.1	-1	4.7	100
Clc1ccc(C[n+]2csc3ccccc32)cc1	-1	38*	42	-7	17	-1.4	-6	-0.2	101
CCOC(=O)CC1CCCCN1C(=O)c1cc(COc2cccc3cnccc23)on1 (stereo unspecified)	10	0	-2	-10	21	14	104*	14	100
Nc1nonc1-c1nc2ccccc2[nH]1	1	-4	13	1	-2	0.5	-5	-0.6	102
CSc1nc(Cl)c(C#N)c(-c2ccc(C)cc2)n1	7	3	12	4	-1	-0.1	-4	0.1	106
O=C(N/N=C/c1ccccn1)NC12CC3CC(CC(C3)C1)C2	-7	14	15	-15	-4	-0.6	-8	-0.3	96
CCOC(=O)C1CCCN(S(=O)(=O)c2ccc(S(N)(=O)=O)cc2)C1 (stereo unspecified)	-11	-6	-8	-15	-7	1.0	-7	1.8	86
Cc1ccc(C(=O)O/N=C/c2ccc(N(C)C)cc2)cc1	13	3	6	-8	-15	-1.1	-3	-0.4	107
CCCn1cc(CN2CCC(Cc3cccc(F)c3)(C(=O)OCC)CC2)c(C)n1	7	2	10	1	-4	1.3	8	1.3	106
O=C(c1cnn2c1NC(c1ccc(Br)cc1)CC2C(F)(F)F)N1CCN(C23CC4CC(CC(C4)C2)C3)CC1 (stereo unspecified)	1	5	4	-9	0	-0.3	-1	-1.4	107
CCCc1cc(=O)[nH]c(SCC(=O)N2CCN(S(=O)(=O)c3ccc(Cl)cc3)CC2)n1	-1	5	18	-8	-2	7.6	-4	0.7	96
COc1ccc2oc(=O)c(/C(N)=N/NC(=O)c3ccncc3)cc2c1	6	5	0	-1	2	0.7	-7	0.5	109
O=C(COC(=O)c1ccc(Br)o1)Nc1ncc(Cl)cc1Cl	-15	-1	2	-8	-1	-0.3	0	-0.1	81
CCCCOC(=O)C1=C(C)NC(=O)NC1c1ccccc1 (stereo unspecified)	4	2	10	0	-8	-1.9	-9	-0.5	108
COC(=O)C(Cc1ccccc1)N1CCS(=O)(=O)CC1 (stereo unspecified)	5	-3	3	4	-12	0.8	-8	-0.2	104
